PLC-gamma1 inh: inhibitors of human phospholipase C gamma1; P19174; AID 720700; 370,000 tested, 0.84% active; inhibition, % at 12.2 µM; purified PLC-gamma1, fluorogenic substrate, fluorescence; in the data active = inhibition above about 9.5%
Target sequence (P19174 whole entry, looked up): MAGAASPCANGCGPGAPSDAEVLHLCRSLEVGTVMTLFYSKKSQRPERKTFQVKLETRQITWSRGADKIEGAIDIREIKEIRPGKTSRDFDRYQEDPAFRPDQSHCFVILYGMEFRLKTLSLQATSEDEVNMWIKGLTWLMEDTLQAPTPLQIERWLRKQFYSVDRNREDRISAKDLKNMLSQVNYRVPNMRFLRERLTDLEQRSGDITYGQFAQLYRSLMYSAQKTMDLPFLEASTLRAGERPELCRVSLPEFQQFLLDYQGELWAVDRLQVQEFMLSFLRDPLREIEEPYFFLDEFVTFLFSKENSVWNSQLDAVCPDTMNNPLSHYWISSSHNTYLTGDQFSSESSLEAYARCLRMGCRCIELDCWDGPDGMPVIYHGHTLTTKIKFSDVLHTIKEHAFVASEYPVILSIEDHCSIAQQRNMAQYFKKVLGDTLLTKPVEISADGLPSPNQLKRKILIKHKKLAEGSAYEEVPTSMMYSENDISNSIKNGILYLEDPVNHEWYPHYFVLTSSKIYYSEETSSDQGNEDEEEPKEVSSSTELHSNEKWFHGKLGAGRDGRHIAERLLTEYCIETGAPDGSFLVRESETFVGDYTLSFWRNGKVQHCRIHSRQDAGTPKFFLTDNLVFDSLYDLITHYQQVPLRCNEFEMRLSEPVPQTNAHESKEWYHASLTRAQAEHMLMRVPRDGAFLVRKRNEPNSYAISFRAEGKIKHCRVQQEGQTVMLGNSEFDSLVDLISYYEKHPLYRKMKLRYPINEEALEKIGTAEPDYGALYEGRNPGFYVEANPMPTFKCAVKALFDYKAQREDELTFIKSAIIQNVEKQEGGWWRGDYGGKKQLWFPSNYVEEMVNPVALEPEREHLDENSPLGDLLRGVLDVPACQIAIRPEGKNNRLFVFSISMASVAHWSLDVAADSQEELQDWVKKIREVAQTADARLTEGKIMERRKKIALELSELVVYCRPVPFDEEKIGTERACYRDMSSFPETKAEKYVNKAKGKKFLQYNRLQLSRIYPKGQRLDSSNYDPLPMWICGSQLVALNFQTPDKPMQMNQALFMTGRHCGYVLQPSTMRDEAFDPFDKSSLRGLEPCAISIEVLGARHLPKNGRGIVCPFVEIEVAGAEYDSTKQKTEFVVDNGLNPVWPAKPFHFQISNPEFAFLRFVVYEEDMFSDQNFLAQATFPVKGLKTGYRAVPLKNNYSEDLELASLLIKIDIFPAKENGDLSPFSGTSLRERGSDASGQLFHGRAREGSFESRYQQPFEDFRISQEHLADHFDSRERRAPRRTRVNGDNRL
proKLK7 act: proKLK7 (human) activation, primary screen; AID 652039; activation, % at 7 µM; P49862; purified proKLK7, EDANS-DABCYL substrate fluorescence; 100% is mature enzyme control, 0% vehicle; 370,000 tested, 0.9% active;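 active = activation above the mean of all tested compounds plus 3 SD, computed per campaign excluding outliers beyond control limits, cut at about 13% in these data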
ADAM17 inh: inhibits human ADAM17; P78536; recombinant ADAM17, EDANS/DABCYL FRET peptide cleavage; inhibition, % at 6.95 µM; 370,000 tested, 0.83% active; AID 720648;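 active = inhibition above the mean of compounds lying between control limits plus 3 SD, set per campaign, cut at about 8.5% in these data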;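 also: 0% = DMSO-only wells as the low control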
PLCb3 inh: inhibitors of human phospholipase C beta3; inhibition, % at 12.2 µM; AID 720704; 370,000 tested, 0.18% active; Purified PLC-beta3, fluorogenic substrate, fluorescence; in the data active = inhibition above about 11%;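 also: 0% = median of compound wells on plate and 100% = full blocker control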
ARFGAP1 inh: rat ARFGAP1 inhibition; Q62848; Arfgap1-stimulated ARF1 GTP hydrolysis, GDP FP detection; inhibition, % at 16.5 µM; 360,000 tested, 0.26% active; AID 651572;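 active = inhibition above a per-plate limit, mean inhibition of low control wells plus 3 SD, cut at about 25% in these data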;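 also: 0% = DMSO wells with enzyme and 100% = wells lacking Arfgap1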
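material = rat Arfgap1 catalytic domain, aa 1-136 | also added = human ARF1(Δ1-17)-GTP substrate | compound dosing = one concentration, 16.5 µM, DMSO 1.26% | times = GTP hydrolysis reaction 2 h at 25 °C | measured by = FP, GDP Alexa 633 tracer displaced from anti-GDP antibody, 620/688 nm | evaluation = percent inhibition of Arfgap1-stimulated GTP hydrolysis | replication = single well per compound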
UHRF1 MBD2 ctr: human UHRF1 methylated DNA binding inhibitors. Q96T88. UHRF1 binding to methylated oligo, TR-FRET. inhibition, % at 4.4 µM. 370,000 tested, 0.75% active. AID 687016; in the data active = inhibition above about 21%;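 also: UHRF1 SRA domain binding a hemimethylated CpG hairpin DNA probe; 0% = median of test compound wells and 100% = reference inhibitor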
ASAP1 GAP inh: blocks human ASAP1-stimulated Arf1 GTP hydrolysis; Q9ULH1; GDP FP detection; inhibition, % at 16.5 µM; 360,000 tested, 0.19% active; AID 624377; in the data active = inhibition above about 25%;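 also: 0% = vehicle with enzyme and substrate and 100% = no enzyme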
DDE Tn7 FP inh: inhibitors of Tn7 peptide binding to human fibrin DD(E); P02675; FP displacement of FITC-Tn7 peptide from fibrin DD(E); 0% = median of compound wells per plate; inhibition, % at 8.3 µM; 370,000 tested, 0.13% active; AID 720508;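 active = inhibition above the mean of compounds falling within the control limits plus 3 SD of them, cut at about 14% in these data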;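 also: 0% = plate median of compound wells and 100% = 10 µM Aha-Tn7 peptide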
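System: human fibrin DD(E); quantity: Fibrin-DD(E) at 2 µM final; also added: fluorescent Tn7 probe at 0.1 µM; compound dosing: single nominal test concentration of 8.3 µM per compound; schedule: 10 min preincubation, 3 h with tracer, room temperature; detection: fluorescence polarization of the labelled Tn7 tracer; repeats: one replicate per compound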
Tn6 DDE FP: disrupts Tn6 cyclic peptide binding to fibrin D-Dimer-E complex; P02675; Fibrin DD(E) TRITC-Tn6 fluorescence polarization displacement; inhibition, % at 8.3 µM; 370,000 tested, 0.21% active;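 active = inhibition above a per-campaign cutoff: mean of compounds within control limits plus 3 SD, cut at about 15% in these data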;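 also: 0% = median of all compound wells on the plate and 100% = blocking peptide control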
MBD2 inh: inhibitors of human MBD2 binding to methylated oligonucleotide; TR-FRET; inhibition, % at 4.4 µM; 370,000 tested, 0.31% active; in the data active = inhibition above about 13%
The depositor's hits bear a star; i = inactive; x = no result given.

item | ASAP1 GAP inh | DDE Tn7 FP inh | PLC-gamma1 inh | ADAM17 inh | UHRF1 MBD2 ctr | Tn6 DDE FP | proKLK7 act | ARFGAP1 inh | PLCb3 inh | MBD2 inh | SMILES
1 | -5.0 | -5.8 | 2.3 | 0.3 | 0.0 | 2.6 | -0.4 | -7.2 | -2.4 | -6.0 | COc1ccc(-c2noc(C3CCCN(C(=O)c4ccccc4OC)C3)n2)cc1 (stereo not given)
2 | -7.8 | 1.3 | -11.9 | -1.3 | -1.7 | 17.8* | -5.3 | -3.1 | -13.6 | 0.8 | O=C(O)c1cn(-c2ccc(N3CCCC3)c(F)c2)c2c(F)c(F)c(F)cc2c1=O
3 | 2.2 | -1.7 | 6.0 | -3.4 | 2.9 | 3.7 | -0.3 | 1.9 | -5.8 | 4.0 | CCOC(=O)C1CCCN(C(=O)CN2C(=O)NC(C)(c3ccc4ccccc4c3)C2=O)C1 (stereo not given)
4 | -11.9 | -1.0 | 0.8 | 0.2 | 13.4 | -7.1 | -0.6 | -4.1 | 0.9 | 4.1 | C[C@H]1CN=C(Nc2ccccc2)N1CC1CCC1
5 | 3.8 | -0.8 | -3.8 | 2.3 | 2.8 | 5.5 | 0.3 | -4.4 | 1.1 | 2.3 | Cc1ccccc1Cn1cc(/C=N/n2cnnc2)c2ccccc21
6 | 3.1 | -0.6 | 4.1 | 5.2 | 1.6 | 6.2 | 0.5 | 1.4 | 1.9 | 0.8 | CCN(CC)C(=O)[C@H]1CC(CC(=O)NCCCOC)C(=O)N2CCc3c([nH]c4ccccc34)[C@]12C (stereo not given in full)
7 | x | -2.1 | 2.0 | -3.2 | -1.3 | -2.1 | 0.5 | x | 2.2 | 0.4 | O=S1(=O)c2ccc(Br)cc2OC[C@H](Cc2ccccc2)N1Cc1cn(Cc2ccc(C(F)(F)F)cc2)nn1
8 | 9.2 | -6.6 | -1.1 | -2.5 | 8.5 | 3.8 | -0.8 | -8.7 | -0.1 | 5.1 | Cc1c(NC(=O)c2ccccc2NS(=O)(=O)c2ccc(F)cc2)c(=O)n(-c2ccccc2)n1C
9 | -3.9 | 0.2 | 3.4 | -3.9 | -0.7 | 1.6 | 0.3 | 6.2 | -0.1 | -2.6 | O=C(c1cccc(S(=O)(=O)NCc2ccccc2)c1)N1CCCCC1
10 | -1.4 | -6.2 | 4.2 | 0.9 | -1.6 | 8.6 | -0.5 | -0.4 | -3.8 | -0.4 | COc1ccc(NC(=O)c2cc(-c3cc(Cl)ccc3O)n[nH]2)c(OC)c1
11 | -3.1 | 3.7 | -8.6 | -8.2 | 4.7 | -10.8 | -1.0 | 5.6 | -17.0 | 8.6 | COc1cccc(C(=O)NNC(=O)c2ccc3ccccc3c2O)c1
12 | -1.2 | 6.7 | -1.9 | -0.1 | -2.0 | 6.0 | -0.5 | 18.8 | -14.6 | -0.3 | Clc1ccc2nc(C(Cl)(Cl)Cl)[nH]c2c1
13 | -9.1 | 4.1 | -0.7 | -6.1 | 3.4 | 0.4 | -0.1 | -11.2 | 1.9 | -5.2 | CC(=O)Nc1cc(-c2ccccc2)ccc1O
14 | -5.7 | -12.8 | 0.9 | 1.7 | 1.3 | -4.4 | 0.0 | 10.3 | 2.5 | 1.0 | CCCOc1ccc(/C=N/Nc2ccccc2[N+](=O)[O-])c(OCCC)c1
15 | -0.6 | 7.4 | 0.4 | -1.4 | -3.0 | -3.7 | 0.1 | -7.0 | 2.9 | -3.8 | COC(=O)c1ccc(OC(=O)CCN2C(=O)C3CCCCC3C2=O)cc1 (stereo not given)
16 | -0.1 | 1.7 | 0.8 | -3.0 | 3.3 | 0.8 | -0.3 | -9.3 | 4.4 | 1.4 | N=c1sccn1CC(=O)NCc1ccc(Cl)cc1Cl
17 | 5.0 | 2.9 | -2.1 | -4.6 | 3.5 | 5.1 | -0.8 | -1.8 | -15.7 | 2.5 | Cc1cc(C)c2nc(N(CCCN(C)C)C(=O)c3ccc4c(c3)CCCC4)sc2c1
18 | -4.1 | 1.8 | -0.9 | -2.0 | -3.1 | 9.7 | 0.1 | -5.2 | -4.4 | -2.2 | COC(=O)c1ccc(NC(=S)NC(=O)c2cc(-c3ccccc3)nc3ccccc23)cc1
19 | -0.8 | 4.7 | -0.1 | 0.4 | -1.0 | -6.7 | -0.3 | 8.5 | -2.6 | 3.3 | N#C/C(=C\c1ccc(-c2ccccc2Cl)o1)C(=O)Nc1nc2ccccc2s1
20 | -12.1 | 0.0 | 8.2 | 1.3 | 1.9 | 1.4 | -0.1 | 4.7 | -10.2 | 2.4 | O=C(NCC(c1ccco1)N1CCOCC1)c1cccc(Cl)c1 (stereo not given)

item | ASAP1 GAP inh | DDE Tn7 FP inh | PLC-gamma1 inh | ADAM17 inh | UHRF1 MBD2 ctr | Tn6 DDE FP | proKLK7 act | ARFGAP1 inh | PLCb3 inh | MBD2 inh | SMILES
21 | 5.3 | -5.8 | 7.0 | -0.8 | 2.0 | 0.1 | 0.1 | 10.2 | -2.9 | 0.3 | O=C(Cn1nnc2ccccc21)c1ccc([N+](=O)[O-])cc1
22 | -4.3 | 1.6 | -2.2 | 0.1 | 0.6 | 0.2 | -0.1 | 8.3 | 0.9 | -3.9 | COC(=O)c1ccc(N2CCN(C)CC2)c(NC(=O)c2cccs2)c1
23 | -0.3 | 1.0 | -2.1 | -4.9 | -2.4 | -10.1 | 0.4 | -4.3 | -8.4 | -6.5 | CCc1nc2ccccc2n1CC1CC1(Cl)Cl (stereo not given)
24 | 10.2 | 6.0 | -0.2 | -4.6 | 1.9 | -0.1 | 0.1 | 2.2 | 0.1 | 4.8 | CCOc1ccc2nc(SC3CC(=O)N(c4ccc(C)cc4)C3=O)sc2c1 (stereo not given)
25 | -2.1 | 3.8 | 3.8 | -0.8 | -4.9 | 4.6 | -0.2 | 1.0 | 1.7 | -11.0 | C(=N\Nc1ncnc2nc[nH]c12)/c1cccs1
26 | -8.4 | -0.9 | -0.8 | -2.2 | 8.1 | -0.1 | -0.1 | -4.5 | 2.7 | 6.0 | CCN1C(=O)CC2CCCC1C2 (stereo not given)
27 | -7.9 | 0.3 | -12.5 | -32.4 | -1.4 | -5.3 | -20.7 | 1.4 | -18.1 | -3.0 | O=C(COC(=O)CCCN1C(=O)c2cccc3cccc(c23)C1=O)Nc1cccc(C(F)(F)F)c1
28 | -9.9 | -9.7 | -209.8 | -347.0 | -3.0 | 1.6 | 26.4* | 4.2 | -228.1 | -2.3 | CCCCC[n+]1cccc2c3ccccc3ccc21
29 | -2.2 | -3.2 | 8.0 | 3.9 | 5.1 | 0.9 | -0.1 | -3.8 | 0.6 | 3.2 | O=C(N=NC(=O)c1ccc2c(O)n(CC3CCCO3)c(O)c2c1)c1cccnc1 (stereo not given)
30 | 6.4 | -5.6 | 3.0 | -2.8 | -2.3 | 2.0 | -0.9 | 11.5 | -5.5 | 4.1 | O=C(Nc1ccc2ccccc2c1)c1ccc(Cl)cc1Cl
31 | -0.5 | -4.7 | 3.4 | 2.4 | 3.5 | -1.5 | -0.2 | -4.7 | 6.3 | -5.2 | COCCCNc1nc2c(c(=O)[nH]c(=O)n2C)n1CC(O)COc1ccccc1 (stereo not given)
32 | 8.4 | 4.5 | -2.1 | 3.1 | -2.4 | 7.1 | -0.6 | -0.9 | -3.0 | 0.0 | CC(=O)c1sc(NC(=O)c2c(F)cccc2F)nc1C
33 | -2.3 | -1.9 | -1.4 | -0.5 | 0.9 | 4.7 | 0.2 | -2.1 | -5.7 | -0.8 | CC(C)N1CCN(CCCc2ccccc2)CC1CCO (stereo not given)
34 | 1.0 | -1.2 | -1.3 | -2.7 | 0.5 | -6.7 | -0.4 | 1.9 | -2.0 | 6.1 | CC(C)Sc1nc(N2CCOCC2)c2c3c(sc2n1)COC(C)(C)C3
35 | -7.3 | 3.3 | 2.2 | -0.9 | 1.2 | 3.4 | -0.5 | 12.1 | -1.2 | -1.7 | CC(C)c1cc(CN2CCOCC2)cc(C(C)C)c1O
36 | -2.1 | 3.8 | 4.2 | -1.4 | -0.4 | -0.4 | 0.3 | 2.3 | 4.5 | 1.5 | C[C@@H]1CN(Cc2cn(C)nc2-c2cccc(Cl)c2)C[C@H](C)O1
37 | 11.6 | -1.5 | -0.3 | -0.8 | -0.7 | -1.2 | 0.9 | -4.7 | -5.1 | 2.5 | COc1ccc(NC(=O)c2cc(-c3cc(OC)c(OC)c(OC)c3)nc3ccccc23)c(OC)c1
38 | 3.3 | -5.5 | -15.2 | -8.8 | 15.4 | 3.7 | 2.1 | 1.4 | -23.0 | 13.4* | COc1cccc(-c2oc3c(c2-c2ccc(Br)nc2)C(O)CCC3)c1 (stereo not given)
39 | 4.9 | 8.5 | -375.9 | -154.8 | 1.8 | -0.9 | -1.4 | -0.7 | -408.1 | 1.5 | COc1ccccc1C(=O)N1CCN(c2ccc(N3CCOCC3)nn2)CC1
40 | 4.2 | -4.5 | -0.7 | 0.2 | -0.4 | -6.7 | 0.6 | -6.2 | 1.9 | -1.7 | CC1CN(C2CCN(C(=O)c3cccc(Cl)c3)CC2)CC(C)O1 (stereo not given)

item | ASAP1 GAP inh | DDE Tn7 FP inh | PLC-gamma1 inh | ADAM17 inh | UHRF1 MBD2 ctr | Tn6 DDE FP | proKLK7 act | ARFGAP1 inh | PLCb3 inh | MBD2 inh | SMILES
41 | 0.4 | 2.4 | i | i | -3.0 | 6.9 | 25.1* | -10.9 | i | -1.1 | O=C(NC1CCCCCC1)c1cc2c(=O)n3ccccc3nc2s1
42 | 5.8 | 6.2 | 0.8 | -4.1 | 3.3 | 3.5 | -0.6 | -1.8 | -5.7 | 1.2 | Cc1nc(C)n(CC(C)C(=O)N2CCN(S(=O)(=O)c3ccc(Cl)cc3)CC2)n1 (stereo not given)
43 | -3.9 | 2.4 | -1.2 | -3.4 | -1.3 | -0.5 | 0.8 | -1.0 | 5.2 | 2.1 | CCc1nnc(NC(=O)CN2C(=O)c3ccccc3C2=O)s1
44 | -5.3 | 6.2 | -1.2 | 0.0 | -2.1 | 3.3 | 0.8 | 12.7 | -6.5 | -2.9 | O=C(Nc1ccc2c(c1)OCO2)c1ccc([N+](=O)[O-])cc1[N+](=O)[O-]
45 | -3.4 | 0.7 | 3.1 | 2.4 | 4.3 | -3.6 | 0.3 | -2.5 | 0.6 | 1.2 | O=C(O)CCCC(=O)Nc1ccc(-n2ccc(C(F)(F)F)n2)cc1
46 | 2.7 | -2.9 | 1.4 | -3.6 | 3.6 | -3.5 | -1.1 | -13.2 | -4.5 | 2.5 | CCn1c(NCc2cc(Cl)ccc2O)nc2ccccc21
47 | 1.6 | -0.1 | 4.9 | 1.3 | 1.6 | -4.5 | -0.4 | 2.9 | 1.4 | -2.1 | COc1ccc(C(CC(=O)O)NC(=O)c2ccccc2[N+](=O)[O-])cc1 (stereo not given)
48 | 4.5 | 3.2 | -9.1 | 0.2 | -1.9 | 5.9 | 0.0 | -7.8 | -15.1 | -2.5 | O=C(Nc1scc(-c2ccc(Br)cc2)c1C(=O)O)c1ccccc1F

Screens from PubChem.
